Screening data deposited in PubChem BioAssay by several laboratories.
5HT1a antag – blocks the human serotonin 5-HT1a receptor | CHO 5-HT1a Ga15 NFAT-bla reporter, antagonist mode | 62,000 compounds, 0.68% hits | inhibition, % at 10 µM | P08908;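 active = inhibition above the mean of all tested compounds plus 3 SD, cut at about 43% in these data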;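 also: receptor stimulated by 5-CT agonist at 100 nM near EC80; beta-lactamase reporter measured by ratiometric fluorescence of a cleavable substrate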
Target sequence (P08908 whole entry, looked up): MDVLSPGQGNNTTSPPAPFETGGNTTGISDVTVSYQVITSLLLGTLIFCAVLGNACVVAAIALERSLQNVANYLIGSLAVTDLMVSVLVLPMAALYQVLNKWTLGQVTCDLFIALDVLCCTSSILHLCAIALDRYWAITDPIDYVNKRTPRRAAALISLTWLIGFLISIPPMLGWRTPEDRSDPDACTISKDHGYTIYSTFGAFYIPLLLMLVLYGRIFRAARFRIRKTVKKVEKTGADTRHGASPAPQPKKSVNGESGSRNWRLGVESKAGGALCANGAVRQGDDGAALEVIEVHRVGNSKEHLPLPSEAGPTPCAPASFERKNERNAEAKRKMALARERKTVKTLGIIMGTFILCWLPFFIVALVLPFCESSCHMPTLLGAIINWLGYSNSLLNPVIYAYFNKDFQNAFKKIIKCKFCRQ
AP ELISA ortho – orthogonal test for alternative complement pathway inhibitors; Human serum alternative complement pathway, LPS-coated ELISA, C3 deposition; tested in compound mixtures; inhibition, % at 5 µM; 62,000 compounds, 0.08% hits;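 active = inhibition above 30% in each of the two pooled mixtures holding the compound, so the lower value exceeds 30%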;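 also: 0% = serum in Mg-EGTA without compound and 100% = EDTA serum blank; some compounds past the cut are filed as inactive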
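Assay system: Human serum alternative complement pathway, C3 deposition on LPS-coated wells | Incubation: 1 h serum-compound exposure at 37 °C | Doses: 5 µM per compound in ten-compound mixtures | Read-out: Percent inhibition | Technique: ELISA with HRP anti-human C3 antibody, TMB substrate, absorbance 450 nm | Replication: Two pool placements per compound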
HTR1E antagonist – blocks the human 5-HT1E serotonin receptor; P28566; 65,000 compounds, 0.99% hits; CHO 5-HT1E Ga15 NFAT-bla reporter, FRET, antagonist; inhibition, % at 6 µM;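 active = inhibition above a set limit, the mean inhibition across every tested compound plus 3 SD, cut at about 29% in these data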;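 also: signal is the 460 over 535 nm emission ratio of beta-lactamase substrate; 0% = agonist plus DMSO wells and 100% = wells without agonist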
Target sequence (P28566 whole entry, looked up): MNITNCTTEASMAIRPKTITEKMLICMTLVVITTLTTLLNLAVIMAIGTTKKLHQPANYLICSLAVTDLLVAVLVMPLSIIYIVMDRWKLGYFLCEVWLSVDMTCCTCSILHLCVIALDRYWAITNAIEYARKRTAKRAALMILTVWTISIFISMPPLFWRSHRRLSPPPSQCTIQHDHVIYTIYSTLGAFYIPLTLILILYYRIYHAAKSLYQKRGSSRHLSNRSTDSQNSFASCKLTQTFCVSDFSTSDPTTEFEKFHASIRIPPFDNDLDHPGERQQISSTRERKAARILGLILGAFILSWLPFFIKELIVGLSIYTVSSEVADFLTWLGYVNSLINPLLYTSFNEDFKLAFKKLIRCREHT
S1P3 ag – agonists of human S1P3 receptor; Q99500; S1P3 NFAT-BLA reporter cells, agonism, FRET ratio; relative to 1 µM S1P, basal subtracted; activation, % at 4.5 µM; 60,000 compounds, 0.1% hits;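 active = activation above the screen-wide mean plus 3 SD, cut at about 4.5% in these data, passing the limit was not always enough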; also: some compounds called inactive have numbers as strong as hits
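Assay system: CHO cells stably expressing human S1P3, Gα16 and NFAT-β-lactamase reporter. Timing: overnight plating, 4 h compound 37 °C, 2 h substrate RT. Signal: β-lactamase FRET emission ratio 460/535 nm. Measure: percent activation versus median 1 µM S1P response, basal-subtracted, per plate. Repeats: primary screen single test, confirmation screen in triplicate.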
RORa activator – activates the human nuclear receptor RORA; P35398; CHO-K1 Gal4-RORA LBD luciferase reporter, luminescence; percent increase over mock-subtracted basal signal; activation, % at 10 µM; 65,000 compounds, 1.5% hits; AID 560;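 active = activation above the mean of all tested compounds plus 3 SD, cut at about 49% in these data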;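 also: 0% = DMSO-treated RORA cells and 100% = added signal equal to DMSO minus mock-transfected cells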
tolC growth inh – blocks growth of E. coli BW25113 tolC mutant | OD615 | growth inhibition, % at 10 µM (by protocol) | 65,000 compounds, 2.2% hits | AID 573;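 active = growth inhibition at or above a cutoff equal to the mean over every tested compound plus 3 SD, cut at about 60% in these data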;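 also: growth measured after 20 h incubation at 37 °C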
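Test system: E. coli BW25113 ΔtolC::kan bacteria | Medium: Kanamycin-containing LB broth (50 µg/mL) | Dosing: One dose of 10 µM final | Times: 20 h incubation with compound, 37 °C | Detection: Optical density read at 615 nm | Read-out basis: Percent growth inhibition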
SF1 activator – activators of human nuclear receptor SF-1. Q13285. 65,000 compounds, 1.9% hits. CHO-K1 Gal4-SF-1 LBD luciferase reporter; % increase over DMSO SF-1-specific signal. activation, % at 10 µM;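 active = activation above the mean activation of all tested compounds plus 3 SD, cut at about 50% in these data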
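System: CHO-K1 cells with Gal4–hSF-1 LBD chimera plus Gal4-driven luciferase; quantity: 4,000 CHO-K1 cells per well; compound: one dose, 10 µM compound, 1% DMSO; times: 20 h compound treatment, 37 °C; measured by: SteadyLite luciferase luminescence; read-out: percent activation versus DMSO; benchmarks: DMSO and mock-transfected background; replicates: one test per compound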
S1P1 ag pot – S1P1 (human) agonism or agonism potentiation | activation, % at 9.5 µM | P21453 | 56,000 compounds, 0.57% hits | S1P1 CRE-bla cells, forskolin, beta-lactamase FRET, potentiator mode; S1P1 agonist co-added at EC20, 2 nM; 100% = saturating reference agonist, 0% = basal | AID 449;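 active = activation above a cutoff set at the mean activation of all tested compounds plus 3 SD, cut at about 54% in these data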;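 also: forskolin at 4 µM as EC80 and the EC20 agonist is SEW2871; 100% = SEW2871 at its EC100 plus forskolin at EC80; some compounds past the cut are filed as inactive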
5HT1E ag – agonists of human 5-HT1E serotonin receptor; P28566; CHO 5-HT1E Ga15 NFAT-bla reporter, FRET; 0% DMSO wells, 100% control agonist wells; activation, % at 6 µM; 65,000 compounds, 0.69% hits; AID 574;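 active = activation above a set limit, the screen-wide mean activation plus 3 SD, cut at about 8.5% in these data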;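 also: 100% = positive control agonist at 1 µM giving full maximal response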
Starred values were filed as active, the others as inactive; . = not tested or not shown.

The first four entries, ahead of the listing:
Fields – tolC growth inh	RORa activator	HTR1E antagonist	5HT1a antag	S1P3 ag	AP ELISA ortho	5HT1E ag	SF1 activator	S1P1 ag pot
Cc1ccc2c(c1)N(C(=O)CSc1nncn1C)C(C)(C)c1ssc(=S)c1-2
→ 12	16	7	-1	-0.2	-5	0.5	1	7
O=C(Nc1ccccc1N1CCN(C(=O)c2ccc(Cl)cc2)CC1)c1cccnc1
→ 23	3	-10	11	-1.0	-12	0.3	0	5
N#Cc1nc(COc2ccc(Br)cc2)oc1NCCCn1ccnc1
→ 97*	-20	-17	2	-0.3	-4	0.6	6	-2
COC(=O)CNC(=O)C1CCN(c2nc(C)cc(C)n2)CC1
→ -23	-7	1	-9	0.1	1	-0.7	12	-13

Main list (from the top)
Fields – tolC growth inh	RORa activator	HTR1E antagonist	5HT1a antag	S1P3 ag	AP ELISA ortho	5HT1E ag	SF1 activator	S1P1 ag pot
Cc1ccc2c(c1)N(C(=O)CSc1nncn1C)C(C)(C)c1ssc(=S)c1-2
→ 12	16	7	-1	-0.2	-5	0.5	1	7
O=C(Nc1ccccc1N1CCN(C(=O)c2ccc(Cl)cc2)CC1)c1cccnc1
→ 23	3	-10	11	-1.0	-12	0.3	0	5
N#Cc1nc(COc2ccc(Br)cc2)oc1NCCCn1ccnc1
→ 97*	-20	-17	2	-0.3	-4	0.6	6	-2
COC(=O)CNC(=O)C1CCN(c2nc(C)cc(C)n2)CC1
→ -23	-7	1	-9	0.1	1	-0.7	12	-13
O=C(CC(c1ccccc1)c1ccccc1)Nc1ncn[nH]1
→ 11	2	3	-2	-1.5	5	-0.7	-17	-8
COc1ccc(-c2nnn(CC(=O)OC3CCCCC3)n2)cc1OC
→ 36	-5	5	8	-1.4	.	-1.1	-8	6
CCc1nnc(NC(=O)c2ccc(NS(=O)(=O)c3ccccc3)cc2)s1
→ 20	-14	5	9	-0.2	3	-0.1	9	12
CC(=O)N1CCN(c2ccc(NC(=O)COc3ccc(Cl)cc3Cl)cc2)CC1
→ 0	25	7	4	-0.3	-16	0.1	-11	3
Cc1cccc(CSC2=NCCN2C(=O)c2ccc(Br)o2)c1
→ 17	-2	5	13	-0.4	14	0.4	-10	-6
O=C(NCc1cccnc1)c1cnc2sccn2c1=O
→ 3	-15	-14	-4	-0.1	21	0.3	-3	-5
CCCn1c(CCc2ccccc2)nnc1SCC(=O)N1CCOCC1
→ 8	-4	7	10	-0.5	4	0.8	-7	6
CN(C)c1cccc(C(=O)Nc2cccc(F)c2)c1
→ 38	46	4	6	-0.4	11	-0.2	58*	.
CCCc1ccc(C(=O)CCC(=O)O)cc1
→ -10	-5	-2	-1	.	7	0.4	2	.
S=c1nc(-c2ccccc2)n(CCCn2ccnc2)c2c1CCCC2
→ -14	-8	6	-2	0.3	23	0.6	17	2
O=C(c1cccc2ccccc12)N1CCC(N2CCN(c3ccccc3)CC2)CC1
→ 1	-6	6	.	-3.2	-1	-0.4	-3	8
O=C(Nc1cccnc1)c1ccc(COCC(F)(F)F)cc1
→ -1	0	6	0	-0.3	9	-0.4	5	.
CCOc1ccc(-n2cc(C(=O)N3CCCCCC3)c3cc(OC)c(OC)cc3c2=O)cc1
→ 21	32	0	10	0.1	18	-0.8	20	-2
O=C(CN1C(=O)c2ccccc2S1(=O)=O)NCCSc1ccccc1
→ -13	-3	9	-1	-0.6	14	0.2	-4	-11
CCOC(=O)c1c(CN2CCN(C)CC2)oc2ccc(OC)cc12
→ -11	10	-10	-12	0.2	11	-0.2	11	-16
CCOC(=O)CSC1=Nc2ccccc2C2=NC(CC(=O)NCc3ccccc3)C(=O)N12 (centres undefined)
→ 11	0	-2	12	-1.3	2	-0.2	3	4

Following part.
Fields – tolC growth inh	RORa activator	HTR1E antagonist	5HT1a antag	S1P3 ag	AP ELISA ortho	5HT1E ag	SF1 activator	S1P1 ag pot
CCN1C(=O)CC(C(=O)Nc2ccc(F)cc2)SC1=Nc1cccc(OC)c1 (centres undefined)
→ 25	-12	18	2	-1.2	14	-0.4	-2	-4
CCN1CCN(S(=O)(=O)c2ccc(S(=O)(=O)NCC3CCCO3)cc2)CC1 (centres undefined)
→ -13	-4	1	3	.	5	0.4	0	.
O=C(Cn1cnc2c(nnn2Cc2ccccc2)c1=O)NCc1ccco1
→ -7	-1	1	-8	-0.1	1	0.1	2	-7
CCC(=O)c1cc2c(cc1NC(=O)c1cccs1)OCCO2
→ -7	-18	-6	1	-0.7	0	0.5	-1	.
COc1ccc(OC)c(NC2c3ccccc3C(=O)N2c2cccnc2)c1 (centres undefined)
→ -10	2	10	12	-2.0	22	0.1	1	-6
COC(=O)c1cc(OC)c(OC)cc1NC(=O)c1cccnc1
→ 1	0	1	-3	-0.7	4	-1.1	4	7
Cc1ccc(S(=O)(=O)Nc2cc(C(=O)NCCN(C)C)ccc2N2CCCCC2)cc1
→ 11	-2	-2	-8	0.9	11	-0.7	15	-1
CCCS(=O)(=O)c1nc(S(=O)(=O)c2ccc(C)cc2)c(NCCCN2CCOCC2)s1
→ -2	-12	-6	5	-0.3	12	-0.9	-4	9
COCCNC(=O)CCCCCN1C(=O)CCC1=O
→ -16	0	1	-20	-0.4	3	-0.1	-16	-12
Cc1ccc(-c2nnc(Nc3ccccc3)o2)cc1
→ -6	-61	-5	20	-0.3	6	-0.4	-68	-20
CCOC(=O)N1CCN(C(=O)Cn2ncn3nc(-c4cccs4)cc3c2=O)CC1
→ -11	-18	-12	-3	0.5	-17	-0.5	7	-17
Fc1ccc(-c2nn3c(C4COc5ccccc5O4)nnc3s2)cc1 (centres undefined)
→ 37	20	6	-4	-0.6	27	0.7	0	1
O=C(NC1CCCC1)C1C2C=CC3(CN(Cc4cccs4)C(=O)C13)O2 (centres undefined)
→ -10	4	0	-5	0.1	-3	1.7	16	4
Cc1noc(C)c1S(=O)(=O)N(C)CC(=O)NCc1ccccc1
→ -3	-1	-3	-8	-0.6	-7	0.0	12	15
Cc1cccc(N2CCN(C(=O)CCn3c(=S)[nH]c4cc5c(cc4c3=O)OCO5)CC2C)c1 (centres undefined)
→ 48	4	-5	-8	.	11	-0.5	-2	.
O=C(O)CSc1nc2ccc(Cl)cc2[nH]1
→ -27	-20	-4	-5	-0.2	13	-0.7	17	-11
CCC(Sc1nc(N)cc(=O)[nH]1)C(=O)NC(C(=O)OC)c1ccccc1 (centres undefined)
→ -6	-10	7	-13	0.2	0	0.2	-4	.
COc1ccc(CCn2c(=N)c(C(=O)NCc3ccco3)cc3c(=O)n4ccccc4nc32)cc1OC
→ 10	-1	10	.	-4.0	.	-0.7	-6	1
O=C(Cc1ccc(Cl)cc1)Nc1ccc(N2CCN(C(=O)c3ccco3)CC2)c(Cl)c1
→ 46	1	3	10	-1.7	27	1.4	4	.
O=C(O)CCn1nnc(-c2cccs2)n1
→ -12	-10	-11	-6	-0.4	-20	-0.3	0	-21

Some of the entries so far, bar-delimited.
canonical_smiles | tolC growth inh | RORa activator | HTR1E antagonist | 5HT1a antag | S1P3 ag | AP ELISA ortho | 5HT1E ag | SF1 activator | S1P1 ag pot
CCC(=O)c1cc2c(cc1NC(=O)c1cccs1)OCCO2 | -7 | -18 | -6 | 1 | -0.7 | 0 | 0.5 | -1 | .
COCCNC(=O)CCCCCN1C(=O)CCC1=O | -16 | 0 | 1 | -20 | -0.4 | 3 | -0.1 | -16 | -12
CCOC(=O)N1CCN(C(=O)Cn2ncn3nc(-c4cccs4)cc3c2=O)CC1 | -11 | -18 | -12 | -3 | 0.5 | -17 | -0.5 | 7 | -17
O=C(Cc1ccc(Cl)cc1)Nc1ccc(N2CCN(C(=O)c3ccco3)CC2)c(Cl)c1 | 46 | 1 | 3 | 10 | -1.7 | 27 | 1.4 | 4 | .

The results go on.
Fields – tolC growth inh	RORa activator	HTR1E antagonist	5HT1a antag	S1P3 ag	AP ELISA ortho	5HT1E ag	SF1 activator	S1P1 ag pot
CCOC(=O)CSc1nnc(CNc2ccccc2Cl)n1-c1ccccc1
→ 19	-10	-10	4	-0.4	7	0.7	-5	-10
CCOc1cc(-c2nn3cnnc3s2)cc(OCC)c1OCC
→ -1	16	-4	20	-1.6	-3	0.1	-14	-15
CCOC(=O)c1nc(S(C)(=O)=O)ncc1N1CCOCC1
→ -4	-4	-4	0	0.1	-1	1.0	6	11
CC1CN(C2CCCCC2)c2nc3c(c(=O)n(C)c(=O)n3C)n2C1 (centres undefined)
→ 5	-18	-6	-7	-1.4	3	-0.2	2	-13
Cc1ccc(C(=O)OCC(=O)NCc2ccc3c(c2)OCO3)s1
→ -13	-10	-2	-4	1.2	2	0.5	2	14
O=C(Nc1ccc2c(c1)CCC2)c1cnn2c1NC(c1ccco1)CC2C(F)(F)F (centres undefined)
→ -3	-4	5	7	0.0	8	4.5	-15	.
COCCCNC(=O)COc1cc(C)c(Cl)c(C)c1
→ -3	-1	21	12	-0.9	13	-0.3	-7	.
Cc1ccc(-n2c(O)cnc2Nc2nc(C)cc(C)n2)cc1
→ -11	0	13	23	-1.3	15	-0.2	-14	0
COc1ccc2oc(C)c(C(N)=O)c2c1
→ -29	5	-2	11	-1.1	2	-0.3	22	-11
